Assay outcomes: PubChem BioAssay, National Center for Advancing Translational Sciences (NCATS)
hERG WT inh = blocks the wildtype human KCNH2 potassium channel. AID 720551. Q12809. activity change, % at 1.84 µM. U2OS, BacMam KCNH2, thallium flux FluxOr; hits give low values. 340,000 tested, 0.37% active;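 active means maximum activity change below -70%; inconclusive means maximum activity change between -70% and -50%; inactive means maximum activity change above -50%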; further: on the % scale 0 is the no-effect control and ±100 the full control effect
Target sequence (Q12809 whole entry, looked up): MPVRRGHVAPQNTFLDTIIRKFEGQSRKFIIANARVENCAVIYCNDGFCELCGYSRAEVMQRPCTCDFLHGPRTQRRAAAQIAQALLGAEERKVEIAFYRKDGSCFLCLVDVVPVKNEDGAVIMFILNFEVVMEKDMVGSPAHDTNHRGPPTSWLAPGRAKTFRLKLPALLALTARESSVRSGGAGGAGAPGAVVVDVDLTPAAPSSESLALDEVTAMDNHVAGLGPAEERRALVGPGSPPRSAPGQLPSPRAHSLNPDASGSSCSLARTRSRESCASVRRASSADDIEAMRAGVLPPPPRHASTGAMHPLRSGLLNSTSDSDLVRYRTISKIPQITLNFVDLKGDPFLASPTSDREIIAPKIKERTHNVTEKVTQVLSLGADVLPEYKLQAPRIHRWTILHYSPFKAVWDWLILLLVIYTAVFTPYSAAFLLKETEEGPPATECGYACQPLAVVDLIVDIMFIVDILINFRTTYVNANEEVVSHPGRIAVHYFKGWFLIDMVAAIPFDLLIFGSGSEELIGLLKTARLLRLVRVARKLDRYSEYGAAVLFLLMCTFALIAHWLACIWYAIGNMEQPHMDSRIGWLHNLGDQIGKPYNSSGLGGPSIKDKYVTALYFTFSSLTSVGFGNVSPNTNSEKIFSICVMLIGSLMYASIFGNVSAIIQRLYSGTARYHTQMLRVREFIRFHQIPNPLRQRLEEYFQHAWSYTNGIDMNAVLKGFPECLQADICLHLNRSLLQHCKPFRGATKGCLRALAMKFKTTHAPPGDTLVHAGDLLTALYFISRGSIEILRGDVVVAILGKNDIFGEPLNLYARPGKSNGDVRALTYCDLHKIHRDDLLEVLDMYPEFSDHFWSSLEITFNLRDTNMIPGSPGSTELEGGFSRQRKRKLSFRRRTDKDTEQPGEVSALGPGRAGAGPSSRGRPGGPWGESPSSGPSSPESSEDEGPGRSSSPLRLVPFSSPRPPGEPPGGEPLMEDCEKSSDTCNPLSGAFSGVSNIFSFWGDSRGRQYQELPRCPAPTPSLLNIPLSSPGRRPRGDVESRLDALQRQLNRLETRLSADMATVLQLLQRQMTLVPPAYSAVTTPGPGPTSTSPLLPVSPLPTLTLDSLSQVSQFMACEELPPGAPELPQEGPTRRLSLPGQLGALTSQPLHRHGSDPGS
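U2OS cells were transduced with wild-type KCNH2 virus (2.03 x 10^8 / mL) for 4 h at room temperature, then cultured overnight at 37 C. Thallium flux was read with FluxOr dye. Rate constants were normalized to DMSO controls.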
A-T KAP1 phos = potential ataxia-telangiectasia treatments restoring KAP-1 phosphorylation. AID 485349. […] A-T fibroblasts, KAP-1 phosphorylation AlphaLISA; neocarzinostatin DNA damage 30 min before lysis. Potency, µM (doses to about 57.5 µM), inactives show at the top dose activation, usual class: activators. 320,000 tested, 0.19% active; further: potency means the concentration at half of the fitted maximal effect; % of control where 0% means no effect; nearly all actives have a fitted effect of over 45% in size
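hTERT-immortalized A-T patient fibroblasts ([…]), 500 cells/well in OPTI-MEM, 1% FBS, got compounds for 60 min, then NCS for 30 min at 37C. Lysates were then assayed for phospho-KAP-1 by AlphaLISA (anti-pKAP1 donor, anti-KAP1 acceptor beads), 6 hr at 25C.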
CXXC DNA block = inhibitors of human MLL CXXC domain-DNA interaction | Q03164 | MLL-CXXC / FITC-HOXA9 DNA fluorescence polarization | Potency, µM (titrated, usually from 115 µM), for inactives: top-dose activity change, negative = inhibition, most hits filed as inhibitors | 290,000 tested, 0.037% active | AID 2662; active means well fitted inhibition curve with a large enough effect in the polarisation, with a control signal flat, not every such curve was filed as active; inconclusive means small, poorly fitted or top-dose-only effect, or effect the other way, or a change in a side signal; inactive means no such curve, though single readings can be large or run the other way; the % refers to the polarisation; further: potency means the concentration at half of the fitted maximal effect
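Steps: dispense CXXC domain solution (7 uM) → pin compounds or unlabeled HOX-A9 DNA control → 5 min ambient → add FLSN-HOX-A9 solution (50 nM) → spin → 30 min ambient → fluorescence polarization. Tris pH 7.5/NaCl/DTT/BSA buffer.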
TSHR antagonist = human thyrotropin receptor antagonism; P16473; TSHR-expressing cells, TSH-stimulated cAMP HTRF, 2 h; hits give low values; activity change, negative = inhibition, % at 11.5 µM; 330,000 tested, 0.2% active;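 active means activity change below a set negative limit, meaning inhibition stronger than a set level, cut at about -70% in these data; inconclusive means activity change between two set negative limits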; further: on the % scale 0 is the no-effect control and ±100 the full control effect
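TSHR-expressing cells were treated with compounds, then stimulated with TSH at EC80 (4nM final) for 2 hours at 37 deg C. Cellular cAMP was measured by HTRF competition between lysate cAMP and cAMP-d2 for a cryptate-labelled anti-cAMP antibody.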
FBPA coupling cs = coupling enzyme interference in Giardia aldolase counter-screen; coupling enzyme system counterscreen, AmpLite Red fluorescence; activity change, negative = inhibition, % at 58.2 µM, hits read low; 290,000 tested, 0.67% active; in the data active means activity change below about -30%; further: on the % scale 0 is the no-effect control and ±100 the full control effect
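Final compound at 57.5 uM, incubated 10 min at RT with coupling enzyme reagent (glyceraldehyde-3-phosphate), then 20 min with substrate and AmpLite Red detection. Fluorescence read at 525/598 nm; tests interference with the coupling assay, not aldolase inhibition.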
TCR activator = activates T cell receptor signaling; primary human leukocytes, anti-CD3, IL-2 HTRF, 48 h; Potency, µM (top dose mostly 9.22 µM), for the others: at the highest dose activation of IL-2 secretion, actives largely listed as activators; 330,000 tested, under 10 active; AID 504894; further: % of control where 0% means no effect
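Compounds are tested in HTS on primary human leukocytes co-incubated with a-CD3 beads for 48 hr. IL-2 output is measured by time-resolved FRET.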
Tb PFK inh = inhibitors of T. brucei phosphofructokinase | T. brucei PFK, ADP-Glo luminescence | 330,000 tested, 0.17% active | AID 485367 | Potency, µM (titrated, usually from 57.5 µM), for the others: at the top dose activity, negative = inhibition, hits mostly inhibitors;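 further: potency means the concentration at half of the fitted maximal effect; 0% = uninhibited 1x PFK enzyme wells and -100% = no-enzyme wells; nearly all actives have a fitted effect of over 60% in size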
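ADP-Glo luminescence quantified ADP after 45 min at room temperature, with 1.25 nM T. brucei PFK, 0.1 mM ATP and 0.5 mM fructose-6-phosphate in pH 8.0 TEA buffer. qHTS titrations up to 57 µM; curves classified by quality.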
Giardia killer = kills Giardia lamblia | activity change, % at 7.66 µM, hits read low | Giardia lamblia trophozoite viability | 340,000 tested, 0.15% active | AID 540267; in the data active means activity change below about -80%; inconclusive means between about -30% and that limit;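 further: parasites exposed to compound for two days anaerobically before the ATP read; on the % scale 0 is the no-effect control and ±100 the full control effect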
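Trophozoites 100 cells/well + cpd; 48 hrs, 37 deg C, anaerobic. ATPLite 1-Step added, 15-30 min RT, luminescence read (ATP-based viability).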
BCR signal inh = blocks chronic active B-cell receptor signaling; ABC-DLBCL IkBa-CBG/CBR reporter, luminescence ratio, 4 h; Potency, µM (titrated, usually from 46.1 µM), for inactives: top-dose ratio change, negative = lower green/red ratio, usual class: inhibitors; 340,000 tested, 0.05% active; AID 493014; active means well fitted inhibition curve with a large enough effect in the signal ratio, with a control signal flat, not every such curve was filed as active; inconclusive means small, poorly fitted or top-dose-only effect, or effect the other way, or a change in a side signal; the % refers to the signal ratio;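 further: potency means the concentration at half of the fitted maximal effect; plate controls were basal doxycycline-induced cells for no effect and cells given 10 µM MG132 for full effect; MG132 reads +100%, hits lower the ratio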
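TMD8 ABC-DLBCL cells carrying doxycycline-inducible green luciferase fused to IkappaBalpha plus unfused red luciferase were exposed to compounds (up to 46 uM) for 4 hrs at 37C. Activity came from the overlap-corrected green/red luminescence ratio.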
GALK inhibitor = blocks human galactokinase activity | P51570 | 270,000 tested, 0.007% active | Potency, µM (titrated, usually from 57.5 µM), without a hit: top-dose activity change, negative = inhibition, hits mostly inhibitors | Purified GALK, Kinase-Glo residual ATP luminescence; further: potency means the concentration at half of the fitted maximal effect; on the % scale 0 is the no-effect control and ±100 the full control effect
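Human GALK (5 nM) with 35 uM ATP and 100 uM galactose in 20 mM HEPES pH 8.0, 5 mM MgCl2, 60 mM NaCl, 1 mM DTT, 0.01% BSA. After 1 h at room temperature, leftover ATP was read by Kinase-Glo Plus luminescence.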
Active calls of the source: *; ? = inconclusive; . = no result given; [ ] = another dose, or the depositor's remark. Unless noted, the call rests on the fitted dose curve; in most records, active means well fitted curve in the direction sought with a large enough effect; inconclusive means small, poorly fitted or top-dose-only effect, or another doubt; inactive means no such curve, though single readings can be large; an effect the other way counts as inactive or inconclusive. Compounds as they come. About 1.6% of those tested had a hit in this group.

Every second line gives: hERG WT inh	A-T KAP1 phos	CXXC DNA block	TSHR antagonist	FBPA coupling cs	TCR activator	Tb PFK inh	Giardia killer	BCR signal inh	GALK inhibitor
COc1ccc(CNS(=O)(=O)c2cccc(S(=O)(=O)N3CCOCC3)c2)cc1
 : 4	7%	0%	-1	2	-5%	0%	0	0%	0%
CC(C)(C)OC(=O)C[C@H]1C/C=C\C[C@H](CC(=O)N(CCO)Cc2ccccc2)C(=O)NCCOC1=O
 : 5	-2%	.	-7	.	-4%	-3%	-18	1%	.
COc1ccc(C(=O)CSc2nc(C)cc(C)n2)cc1[N+](=O)[O-]
 : -21	-1%	9%	-10	10	1%	0%	10	-2%	6%
COc1cc(CCCN2C(=O)C(=O)NC[C@@H]2C(C)O)cc(OC)c1OC (stereo not given in full)
 : 1	6%	4%	6	2	-3%	2%	-22	0%	0%
Cc1ccc(S(=O)(=O)n2nc(C)cc2C)cc1
 : 9	9%	4%	2	-5	12%	0%	14	14%	-2%
O=C(CSC1=NS(=O)(=O)c2cc(Cl)ccc2N1)NCCc1ccccc1
 : 4	1%	.	7	.	1%	-3%	2	0%	.
CC(=O)Nc1ccc(S(=O)(=O)N2CCCCC2C(=O)O)cc1 (stereo not given)
 : -2	5%	-2%	7	5	-6%	3%	24	?	0%
Cc1ccc(S(=O)(=O)Nc2ccccc2-c2ccccc2)cc1
 : -1	-3%	0%	-8	-17	-7%	3%	2	?	-2%
CC(=O)Cn1cnc2sc(-c3ccccc3)cc2c1=O
 : 4	.	-10%	-12	-2	2%	1%	3	?	0%
COc1ccc(C(=O)NCCN2C(=O)S/C(=C\c3cccnc3)C2=O)cc1[N+](=O)[O-]
 : -2	1%	-4%	3	3	4%	3%	-2	?	0%

In another format: entries from further up.
structure | hERG WT inh | A-T KAP1 phos | CXXC DNA block | TSHR antagonist | FBPA coupling cs | TCR activator | Tb PFK inh | Giardia killer | BCR signal inh | GALK inhibitor
COc1ccc(CNS(=O)(=O)c2cccc(S(=O)(=O)N3CCOCC3)c2)cc1 | 4 | 7% | 0% | -1 | 2 | -5% | 0% | 0 | 0% | 0%
CC(C)(C)OC(=O)C[C@H]1C/C=C\C[C@H](CC(=O)N(CCO)Cc2ccccc2)C(=O)NCCOC1=O | 5 | -2% | . | -7 | . | -4% | -3% | -18 | 1% | .
COc1ccc(C(=O)CSc2nc(C)cc(C)n2)cc1[N+](=O)[O-] | -21 | -1% | 9% | -10 | 10 | 1% | 0% | 10 | -2% | 6%
COc1cc(CCCN2C(=O)C(=O)NC[C@@H]2C(C)O)cc(OC)c1OC (stereo not given in full) | 1 | 6% | 4% | 6 | 2 | -3% | 2% | -22 | 0% | 0%
Cc1ccc(S(=O)(=O)n2nc(C)cc2C)cc1 | 9 | 9% | 4% | 2 | -5 | 12% | 0% | 14 | 14% | -2%
O=C(CSC1=NS(=O)(=O)c2cc(Cl)ccc2N1)NCCc1ccccc1 | 4 | 1% | . | 7 | . | 1% | -3% | 2 | 0% | .
CC(=O)Nc1ccc(S(=O)(=O)N2CCCCC2C(=O)O)cc1 (stereo not given) | -2 | 5% | -2% | 7 | 5 | -6% | 3% | 24 | ? | 0%
Cc1ccc(S(=O)(=O)Nc2ccccc2-c2ccccc2)cc1 | -1 | -3% | 0% | -8 | -17 | -7% | 3% | 2 | ? | -2%

(list continues)
Every second line gives: hERG WT inh	A-T KAP1 phos	CXXC DNA block	TSHR antagonist	FBPA coupling cs	TCR activator	Tb PFK inh	Giardia killer	BCR signal inh	GALK inhibitor
CCNC(=S)N1CCN=C1Nc1nc(C)cc(C)n1
 : 1	3%	-2%	-9	3	1%	2%	0	-7%	-2%
CCO[C@@H]1OC(C(=O)O)=C[C@H](C2CCCCC2)[C@H]1CCCO
 : -1	7%	-9%	-1	9	-3%	0%	11	0%	0%
CC(=O)Nc1ccc(NC(=O)C(C)OC(=O)CCCOc2ccc(Cl)cc2C)cc1 (stereo not given)
 : -5	6%	.	-6	.	3%	5%	-6	-6%	.
COc1ccc(OC)c(C2CC(=O)N3CN(c4ccc(C)c(Cl)c4)CSC3=C2C#N)c1 (stereo not given)
 : 7	1%	1%	-8	-13	0%	-18%	19	3%	1%
O=C(NNC1=NCCCCC1)c1cccc([N+](=O)[O-])c1
 : 13	15%	9%	-10	0	0%	0%	2	5%	-1%
CCC(=O)c1ccc(OCC(=O)NCCc2ccccn2)cc1
 : 3	-2%	8%	8	8	-1%	0%	15	-3%	-2%
O=C(NCc1ccc(Cl)cc1)C1CCN(S(=O)(=O)c2ccc(F)cc2)CC1
 : 22	3%	-1%	-3	3	2%	-12%	5	-1%	-1%
COc1ccc(CCNC(=O)CCNC(=O)c2ccc(Cl)cc2)cc1OC
 : 4	4%	8%	-6	4	-3%[46.1 µM]	-7%	-9	-9%	1%
COc1ccc(C(=O)NCC2(c3ccccc3)CCOCC2)cc1
 : 6	19%	4%	26	-5	11%	-3%	2	?	5%
Cc1sc2ncn(-c3ccccc3)c(=O)c2c1C
 : -11	7%	-2%	-9	0	1%	3%	-9	?	-4%

Every second line gives: hERG WT inh	A-T KAP1 phos	CXXC DNA block	TSHR antagonist	FBPA coupling cs	TCR activator	Tb PFK inh	Giardia killer	BCR signal inh	GALK inhibitor
C=CCn1c(=S)[nH]c2nc3c(cc2c1=O)CCCC3
 : -37	-3%	2%	12	1	-4%	3%	13	?	-3%
Cc1ccc(S(=O)(=O)N(C)CC(=O)Nc2nc3ccccc3s2)cc1
 : 2	2%	3%	-9	1	-20%	6%	-8	12%	-4%
O=[n+]1c2c(n([O-])c3cc(F)ccc31)CCCC2
 : 5	0%	12%	5	-4	0%	2%	1	-2%	-1%
COc1ccc2c3c([nH]c2c1)C1CC2C(CC(O)C(OC)C2C(=O)O)CN1CC3 (stereo not given)
 : 4	18%	8%	-11	-14	-3%	1%	-2	-4%	2%
CCOC(=O)N1CCN(C(=O)C2CCN(C(=O)c3ccc([N+](=O)[O-])cc3)CC2)CC1
 : 22	5%	-1%	-1	2	3%	1%	-14	?	3%
COc1cc(/C=C/C(=O)OCC(=O)Nc2ccc3c(c2)OCCO3)ccc1OCC#N
 : 6	8%	-6%	-3	8	-2%[46.1 µM]	0%	14	?	0%
N/C(=N\OC(=O)CSc1ccccc1)c1ccncc1
 : -3	12%	-1%	-4	.	-9%	-1%	-16	?	3%
O=C(O)c1cn(C2CCCCC2)c2ccccc2c1=O
 : 0	9%	19%	-2	0	7%	6%	7	1%	-3%
Cc1ccc2c(c1)-c1c(cnn1CC(=O)N1CCCN(Cc3ccccc3F)C1)CO2
 : 15	-11%	8%	4	2	4%[46.1 µM]	5%	-21	1%	-1%
COc1cc(C2/C(=C(/O)c3ccc(F)cc3)C(=O)C(=O)N2CCCC(=O)O)ccc1O (stereo not given)
 : 7	1%	-9%	3	3	-3%	?	10	-8%	0%

Every second line gives: hERG WT inh	A-T KAP1 phos	CXXC DNA block	TSHR antagonist	FBPA coupling cs	TCR activator	Tb PFK inh	Giardia killer	BCR signal inh	GALK inhibitor
O=C(O)c1cccc(N2C(=O)CSC2c2c(F)cccc2Cl)c1 (stereo not given)
 : -8	.	-7%	-11	-4	-6%[46.1 µM]	0%	-12	-2%	-5%
CC1(C)OC(=O)C(=CNC(CCC(N)=O)C(=O)O)C(=O)O1 (stereo not given)
 : 3	2%	-1%	3	2	5%	21%	-1	8%	0%
Cc1cc(NS(=O)(=O)c2ccc(C(C)C)cc2)no1
 : -12	1%	-26%	7	3	-2%	-1%	7	5%	5%
O=C(O)c1cccnc1SCC(=O)C12CC3CC(CC(C3)C1)C2
 : 5	-14%	-13%	-4	11	2%	-1%	-15	10%	3%
CCOC(=O)C1CCCN(C2=NC(=O)/C(=C/c3ccc(OC)cc3)S2)C1 (stereo not given)
 : 9	-5%	-14%	-3	2	-1%	3%	?	-18%	-2%
Cc1ccc(C2N(c3ccccc3)C(=O)N3CCCN23)cc1 (stereo not given)
 : .	3%	34%[activator]	2	4	-17%	-1%	5	4%	9%
CCOc1ccc(CCNC(=O)COC(=O)c2cc([N+](=O)[O-])ccc2N2CCOCC2)cc1OCC
 : -9	10%	-3%	4	.	-7%	-1%	2	-4%	4%
COc1ccc(Cl)cc1NC(=O)CCN1CCOCC1
 : -4	-3%	7%	-6	4	-3%	1%	-8	-4%	3%
COCCCNS(=O)(=O)c1ccc(Oc2ncc(C(F)(F)F)cc2Cl)cc1
 : -8	2%	6%	0	0	2%	-2%	8	-1%	0%
